Screening results: PubChem BioAssay, several laboratories
MRP1 act: H69AR viability gain despite doxorubicin, primary screen, MRP-1 activator project, H69AR cells, CellTiter-Glo; viability rescue; 140,000 compounds, 0.61% hits; viability increase, % at 10 µM;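 active means viability gain under doxorubicin at or above a set limit, the compound median plus 3 SD, cut at about 4.7% in these data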;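 further: MRP-1 overexpressing cells given doxorubicin 25 µM after compound pretreatment; 18-22 h compound pretreatment then 72 h with doxorubicin before readout; 0% = doxorubicin-only wells and 100% = vehicle-treated cells without doxorubicin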
NPY Y2 blocker: NPY-Y2 receptor antagonists, primary screen, cell-based. Neuropeptide Y receptor type 2 (Homo sapiens), P49146. NPY-Y2 expressing cells, antagonist mode. inhibition, % at 2.7 µM. 140,000 compounds, 0.99% hits. AID 793, 2007; in the data active means inhibition above about 17%;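 further: 0% = vehicle with agonist challenge and 100% = reference antagonist with challenge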
Target sequence (P49146 whole entry, looked up): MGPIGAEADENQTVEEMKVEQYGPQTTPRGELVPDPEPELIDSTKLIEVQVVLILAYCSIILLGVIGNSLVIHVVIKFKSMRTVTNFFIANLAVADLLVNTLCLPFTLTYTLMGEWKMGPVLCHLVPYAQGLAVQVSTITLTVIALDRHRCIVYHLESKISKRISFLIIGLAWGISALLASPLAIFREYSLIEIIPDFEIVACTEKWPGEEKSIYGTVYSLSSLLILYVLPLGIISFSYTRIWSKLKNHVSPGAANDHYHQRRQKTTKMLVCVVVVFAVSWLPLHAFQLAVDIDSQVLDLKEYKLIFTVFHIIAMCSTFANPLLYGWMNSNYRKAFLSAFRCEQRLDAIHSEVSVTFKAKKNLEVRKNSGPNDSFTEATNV
Measles CPE: compounds protecting cells from measles virus cytopathic effect, primary screen, measles RdRp inhibitor project, single point, MLSMR library, absorbance | Measles virus-infected cells, CPE protection | protection (pct of control), % at 4 µM | 140,000 compounds, 1.5% hits; in the data active means protection mostly above about 24%, no sharp cut-off; inactive means mostly below about 26%; further: some compounds called inactive have numbers as strong as hits
Yeast life ext: compounds extending yeast replicative lifespan, primary screen, S. cerevisiae, OD615; S. cerevisiae growth with nicotinamide; deaD strain in restrictive glucose medium; inhibition of the nicotinamide effect, % at 10 µM; 130,000 compounds, 0.68% hits;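 active means inhibition above a set limit, placed 3 SD over the median of all compounds, cut at about 26% in these data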;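 further: 0% = nicotinamide-treated wells and 100% = cells grown without nicotinamide; some compounds called inactive have numbers as strong as hits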
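Test system – modified budding yeast, DeaD strain · Compound – single dose 10 µM compound, 0.25% DMSO · Times – culture preincubation 4 h, compound exposure 48 h, both 30 °C · Detection – optical density (absorbance) at 615 nm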
GALR2 blocker: GALR2 antagonists in receptor-expressing cells, primary screen. Galanin receptor type 2 (Homo sapiens), O43603. antagonist mode. inhibition, % at 4 µM. 140,000 compounds, 0.39% hits. AID 828, 2007; in the data active means inhibition above about 27%;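 further: cells stimulated with galanin 1-16 at roughly its EC80; 0% = agonist challenge control and 100% = basal control without agonist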
Target sequence (O43603 whole entry, looked up): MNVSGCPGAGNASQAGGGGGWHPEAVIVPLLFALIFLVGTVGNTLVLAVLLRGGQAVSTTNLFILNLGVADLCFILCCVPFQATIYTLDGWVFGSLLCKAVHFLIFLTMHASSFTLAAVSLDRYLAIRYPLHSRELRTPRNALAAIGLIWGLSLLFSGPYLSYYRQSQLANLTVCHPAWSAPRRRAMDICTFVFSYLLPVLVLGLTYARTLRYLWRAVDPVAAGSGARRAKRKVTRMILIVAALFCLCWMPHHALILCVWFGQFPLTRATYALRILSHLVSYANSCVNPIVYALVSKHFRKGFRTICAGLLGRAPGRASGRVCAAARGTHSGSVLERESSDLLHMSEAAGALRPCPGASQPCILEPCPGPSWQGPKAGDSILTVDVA
Yeast growth inh: growth inhibitors of yeast BB579 in restrictive medium, primary screen, yeast lifespan-shortening project, S. cerevisiae; 140,000 compounds, 0.51% hits; OD615, 48 h; inhibition, % at 10 µM;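 active means inhibition above a set limit, 3 SD over the mean compound inhibition, cut at about 44% in these data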; further: inactives centre near -24
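System: DeaD yeast strain BB579; buffer or medium: CSMM-D dextrose restrictive medium; technique: OD at 615 nm; schedule: 4 h cell preincubation, 48 h compound exposure, 30 °C humidified; doses: single 10 µM dose; controls: amphotericin B 10 µg/mL, positive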
HCT116 bCat-KO: primary screen for growth suppressors in beta-catenin knockout HCT116 cells (colon tumor, human). HCT116 beta-catenin knockout viability, CellTiter-Glo, 60 h; active compounds read low. viability, % at 10 µM. 140,000 compounds, 1.5% hits. AID 818, 2007;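 active means viability at or under a set limit, the compound median less 4 SD, cut at about 6% in these data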;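 further: 0% = Hyamine 1622 control at 20 µM and 100% = untreated cell control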
Phagocytosis inh: inhibitors of macrophage phagocytosis, primary screen, imaging, J774A.1 cells, IgG beads; AID 1029, 2008; inhibition, % at 5 µM; 110,000 compounds, 0.07% hits; J774A.1 macrophage IgG-bead phagocytosis;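 active means inhibition above the mean of the plate negative controls plus 5 SD, cut at about 13% in these data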;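 further: phagocytic index as fraction of beads internalized from green versus red external bead signal; plate controls were DMSO negative control for no effect and cytochalasin-D positive control for full effect; some results beyond the cut were filed as inactive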
E-sel TNF inh: E-selectin induction blockers in HUVEC – imaging, immunofluorescence, high content, primary screen | HUVEC TNFa-induced E-selectin immunofluorescence | inhibition, % at 2 µM | 120,000 compounds, 0.71% hits;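 active means inhibition above the batch mean plus 3 SD, and confirmed as a hit on visual image review, cut at about 43% in these data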;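 further: 0% = TNF-stimulated DMSO wells and 100% = unstimulated control wells; not every result past the cut was called active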
PTEN del growth: growth suppression of PTEN-null HCT116, primary screen, cell-based, CellTiter-Glo | HCT116 PTEN-null viability, 60 h; active compounds read low | viability, % at 10 µM | 140,000 compounds, 1.2% hits;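 active means viability at or below a set limit, 4 SD under the median of all tested compounds, cut at about 3.7% in these data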;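 further: PTEN knockout HCT116 line with beta catenin targeted HCT116 as companion control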
Numbers without * were called inactive; · = not tested or not shown.

SMILES	MRP1 act	NPY Y2 blocker	Measles CPE	Yeast life ext	GALR2 blocker	Yeast growth inh	HCT116 bCat-KO	Phagocytosis inh	E-sel TNF inh	PTEN del growth
O=C(NCc1ccccc1)c1cccc(COc2ccc3c(c2)CCC3)c1	2.8	6	8	2	-9	-31	79	-10	-6	78
COc1ccc2c(c1[N+](=O)[O-])CCC/C2=N/OC(=O)c1ccccc1SC	-0.1	2	17	-25	-4	-40	100	-5	-4	94
Cc1ccccc1C(=O)NNC(=O)c1cc(N)cc([N+](=O)[O-])c1	0.0	0	3	-3	5	-19	90	4	·	107
Cc1cc(Nc2nnnn2-c2ccccc2)n(-c2ccc(Cl)cc2)n1	-3.1	-6	36	-27	-6	-50	69	-1	4	59
Cc1cccc(-c2nnn3c2nc(NCCc2ccc(S(N)(=O)=O)cc2)c2ccccc23)c1	-3.3	-3	5	-1	18	-50	42	0	-30	26
CCOC(=O)c1c(NC(=O)CN(C)C)sc(C(=O)N(CC)CC)c1C	-1.6	5	17	3	-6	-37	100	·	-34	89
O=C(CCCn1c(=O)[nH]c2ccsc2c1=O)NCc1cccs1	-0.1	-1	7	-3	-1	0	92	·	-14	119
CC(=O)N(CC(=O)O)c1ccccc1	-0.9	1	28	6	3	-39	86	-5	18	93
Cc1ccc(S(=O)(=O)N2CCN(C(=O)COC(=O)c3cc(C)oc3C)CC2)cc1	0.4	-2	3	-8	2	-60	99	-1	-13	98
O=C1CC(c2ccco2)CC(O)=C1C=NCCO (centres undefined)	0.8	0	7	-8	-17	2	105	0	·	104
CCN1C(=O)/C(=C\N2CCN(c3ccccc3)CC2)SC1=S	-0.7	-1	6	-6	1	-13	95	-2	·	93
OCCCn1c(-c2ccccc2)nc(=S)c2c1CCCC2	-2.9	2	14	-5	6	-13	99	-1	41	106
Cc1ccc(C)c(/C(O)=C2\C(=O)C(=O)N(CCCn3ccnc3)C2c2cccnc2)c1 (centres undefined)	3.3	2	16	·	-6	-41	92	·	-2	88
COc1ccccc1NC(=O)N1CCN(c2cc(-c3ccccc3)nc3ncnn23)CC1	-3.5	2	10	-17	-1	-4	86	0	-1	81
COc1ccc(CNC(=O)c2cc3c(C)nc4ccccc4c3o2)c(OC)c1	-3.2	8	25	-5	11	4	71	·	·	67
COc1ccc(NC(=O)Cc2coc3cc(C)c(C(C)C)cc23)cc1S(=O)(=O)N1CCOCC1	-0.1	1	29	-6	-16	5	54	-5	·	50
Cc1c(C(=O)NC(C)CCc2ccccc2)cccc1[N+](=O)[O-] (centres undefined)	-1.5	1	30	-5	2	-17	90	·	25	89
COC(=O)N/N=C/c1ccc(-c2cccc(Cl)c2)o1	4.8*	1	20	-10	-1	-21	92	4	20	98
COc1ccc(C(=O)CSc2nc(N)nc(SC)c2C#N)cc1	-5.6	0	4	-26	9	-61	56	0	-12	69
c1cncc(CNc2c3c(nc4nnnn24)CCCC3)c1	0.7	2	0	-1	8	-5	92	0	-8	95

2 of these compounds in another layout.
smiles,MRP1 act,NPY Y2 blocker,Measles CPE,Yeast life ext,GALR2 blocker,Yeast growth inh,HCT116 bCat-KO,Phagocytosis inh,E-sel TNF inh,PTEN del growth
CCN1C(=O)/C(=C\N2CCN(c3ccccc3)CC2)SC1=S,-0.7,-1,6,-6,1,-13,95,-2,·,93
COc1ccc(NC(=O)Cc2coc3cc(C)c(C(C)C)cc23)cc1S(=O)(=O)N1CCOCC1,-0.1,1,29,-6,-16,5,54,-5,·,50

Continuation.
SMILES	MRP1 act	NPY Y2 blocker	Measles CPE	Yeast life ext	GALR2 blocker	Yeast growth inh	HCT116 bCat-KO	Phagocytosis inh	E-sel TNF inh	PTEN del growth
CCOC(=O)c1nnn(-c2nonc2N)c1CSc1ccc(C)cc1	-3.8	7	5	0	22	-2	89	-2	·	87
Cc1nc2ccccc2c(=O)n1/N=C/c1ccccn1	1.0	-3	7	-10	5	-10	105	·	12	110
CCN(CC)C(=O)C1CCCN(C(=S)Nc2cccc3ccccc23)C1 (centres undefined)	-2.9	0	12	6	-3	20	103	-9	7	102
O=C(c1ccco1)N1C(=O)c2cccc3c(S(=O)(=O)N4CCCC4)ccc1c23	-2.2	3	10	0	-3	-35	84	0	5	89
O=C(Nc1nc2c(s1)CCc1ccccc1-2)c1cccs1	-3.6	1	4	·	8	-6	63	0	28	47
CN(C)CCCOC(=O)c1ccc(Cl)cc1Cl	-2.5	3	14	-4	-10	-12	98	-2	21	107
Cn1c(=O)c2c(nc(Br)n2Cc2ccccc2Cl)n(C)c1=O	-3.1	7	6	0	-1	-17	69	-2	21	72
COc1ccc(S(=O)(=O)NC2CCCCC2)c(C)c1C	-2.6	2	9	0	-20	-21	100	0	9	88
COc1cccc(NC(=S)NCc2ccccn2)c1	1.3	1	2	-2	9	-22	17	-7	·	9
COc1ccc(N2C(C)=CS/C2=C(/C#N)c2nnc(N3CCOCC3)n2-c2ccccc2)cc1	-3.5	2	6	-22	6	-45	87	-4	·	86
O=C(NCCc1c[nH]c2ccccc12)c1c(Cl)nc2sccn12	-2.5	2	4	-5	3	-30	84	1	3	97
CCOC(=O)C1C(=O)CC(O)(c2ccccc2)CC1c1ccccc1 (centres undefined)	-0.3	1	5	-10	-6	-57	89	1	-6	84
COc1ccc(C2=C(C=C(C#N)C#N)C(c3ccccc3C)c3ccccc3O2)cc1OC (centres undefined)	-2.6	5	26	4	19	-55	55	-8	·	45
CCC[C@@H](NS(=O)(=O)c1ccc(C)cc1)C(=O)Oc1ccc2c3c(c(=O)oc2c1)CCC3	1.5	3	29	-1	-11	-9	103	-8	18	111
CCC(C)C(NC(=O)OCc1ccccc1)C(=O)OCN1C(=O)c2ccccc2C1=O (centres undefined)	-2.7	1	17	-19	0	-61	94	·	3	94
Cn1ncc(Cl)c1C(=O)Nc1nc2ccc(Cl)cc2s1	-0.6	5	16	0	8	-28	77	-11	·	88
C/C(=N\NC(=O)C(=O)Nc1cc(Cl)ccc1Cl)c1ccncc1	1.9	4	8	-2	-2	-24	93	-7	·	104
Cc1c(C2=CCN(S(=O)(=O)c3ccc(Br)cc3)CC2)c2ccccc2n1C	0.2	3	3	-3	-3	-32	78	-4	18	72
Cc1ccc(SC(C)C(=O)NCc2cccnc2)cc1 (centres undefined)	-1.4	3	5	-7	-1	-2	101	·	7	96
Cc1cc(C)cc(N(CC(=O)NCc2ccc3c(c2)OCO3)C(=O)CCC(=O)Nc2ccccn2)c1	-0.6	2	19	-2	10	-25	79	0	8	80

Part of the list above in order of count of non-hydrogen atoms, largest number first:
SMILES	MRP1 act	NPY Y2 blocker	Measles CPE	Yeast life ext	GALR2 blocker	Yeast growth inh	HCT116 bCat-KO	Phagocytosis inh	E-sel TNF inh	PTEN del growth
COc1ccc(N2C(C)=CS/C2=C(/C#N)c2nnc(N3CCOCC3)n2-c2ccccc2)cc1	-3.5	2	6	-22	6	-45	87	-4	·	86
CCC(C)C(NC(=O)OCc1ccccc1)C(=O)OCN1C(=O)c2ccccc2C1=O (centres undefined)	-2.7	1	17	-19	0	-61	94	·	3	94
CCOC(=O)C1C(=O)CC(O)(c2ccccc2)CC1c1ccccc1 (centres undefined)	-0.3	1	5	-10	-6	-57	89	1	-6	84

Next part:
SMILES	MRP1 act	NPY Y2 blocker	Measles CPE	Yeast life ext	GALR2 blocker	Yeast growth inh	HCT116 bCat-KO	Phagocytosis inh	E-sel TNF inh	PTEN del growth
Cc1nn(-c2ccccc2)c(C)c1/C=N/n1c(-c2ccc(C(C)(C)C)cc2)n[nH]c1=S	-0.1	4	11	-7	-4	-3	93	·	-25	86
Cc1cc(C)c(S(=O)(=O)N2CCCOC2CNC(=O)C(=O)NCCCn2ccnc2)c(C)c1 (centres undefined)	0.1	-1	18	1	5	-8	77	3	·	85
Cc1ccc(Nc2nc(Oc3ccc(=O)[nH]n3)nc(N(C)C)n2)cc1	-0.1	-2	17	-7	0	4	72	2	-7	70
Cc1cccc(NC(=O)NCc2ccccn2)c1	-3.4	1	6	·	12	-20	91	·	-3	99
C/C(=N\Nc1nc2ccccc2[nH]1)c1ccc(Cl)s1	-3.6	17	11	-7	26	-24	49	-3	2	59
Nc1nc(SCC(=O)Nc2cccc(Oc3ccccc3)c2)n[nH]1	-1.8	1	20	1	-2	-43	90	-5	·	96
CCCCN=C(C)C1=C(O)CSC1=O	-0.6	4	4	-12	-1	-43	103	0	-8	96
O=C(O)C1C2CCCCC2=C2CCCCC2C1C(=O)O (centres undefined)	-2.7	2	17	7	4	-38	104	0	·	98

A few values from the results shown:
GALR2 blocker result of Cc1cc(C)c(S(=O)(=O)N2CCCOC2CNC(=O)C(=O)NCCCn2ccnc2)c(C)c1 (centres undefined) : 5
PTEN del growth result of Cc1ccc(Nc2nc(Oc3ccc(=O)[nH]n3)nc(N(C)C)n2)cc1 : 70
MRP1 act result of O=C(O)C1C2CCCCC2=C2CCCCC2C1C(=O)O (centres undefined) : -2.7
Yeast growth inh result of Cc1cccc(NC(=O)NCc2ccccn2)c1 : -20
HCT116 bCat-KO result of Cc1nn(-c2ccccc2)c(C)c1/C=N/n1c(-c2ccc(C(C)(C)C)cc2)n[nH]c1=S : 93
Measles CPE result of CCCCN=C(C)C1=C(O)CSC1=O : 4
Yeast life ext result of Nc1nc(SCC(=O)Nc2cccc(Oc3ccccc3)c2)n[nH]1 : 1
